Tat transport = blocks Tat-dependent protein export in E. coli | E. coli MC4100 TorA-mCherry Tat export, fluorescence | inhibition, % at 10 µM | 340,000 compounds, 0.036% hits | AID 488895;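 active = mean replicate inhibition at least 50% and at least half of replicates individually reaching 50%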;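 also: exported cargo escapes ClpAP degradation while cytoplasmic cargo is degraded and loses fluorescence; 0% = median of neutral control wells and 100% = median of NaSCN control wells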
MOR-DOR inv ag = inverse agonists of human mu-delta opioid receptor heterodimerization; P35372+P41143; cell-based MOR-DOR heterodimer luminescence, inverse agonism; inhibition, % at 9.3 µM; 340,000 compounds, 0.21% hits; in the data active = inhibition above about 22%, passing the limit was not always enough;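 also: 0% = cells with DMSO and 100% = wells without cells with DMSO; values of inactives mirror those of a sister screen read the other way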
PfHsp90 yeast 2 = reduces growth (ATP signal) of yeast expressing P. falciparum Hsp90; 310,000 compounds, 0.32% hits; inhibition, % at 9.4 µM; AID 504621; S. cerevisiae expressing PfHsp90, BacTiter-Glo ATP, 48 h; yeast lacking PDR1 and PDR3 efflux regulators;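 active = every replicate shows inhibition above about 80%, whatever the replicate mean, limit read from the data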;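 also: 0% = DMSO neutral controls and 100% = 20 µM radicicol positive controls; yeast relying on Plasmodium falciparum Hsp90 in place of its own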
AddAB inh = less growth of phage-infected E. coli with AddAB. inhibition, % at 11.9 µM. 330,000 compounds, 0.29% hits. E. coli expressing H. pylori AddAB, absorbance growth; in the data active = inhibition above about 12%;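 also: 0% = vehicle wells of infected cells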
PKA-R1A activ = activators of PKA-R1A complex; P00514+P68181; PKA-R1A dissociation, Cy5-IP20 fluorescence polarization; scaled: DMSO 0%, 113 µM cGMP 100%; activation, % at 11.4 µM; 340,000 compounds, 0.083% hits; AID 504707;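 active = percent activation above the mean of all tested compounds plus 3 SD, cut at about 19% in these data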;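 also: higher means more PKAc released from R1A so a rise in polarization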
DSG3 Ab inh = inhibitors of pemphigus antibody binding to human desmoglein-3; DSG3-coupled beads, scFv-anti-DSG3-GFP binding, flow cytometry; hits give low values; 310,000 compounds, 0.48% hits; P32926; binding (percent of control), % at 10 µM;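 active = binding more than 3 SD below its plate's average and above zero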;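 also: hits lower antibody fragment binding to DSG3; some compounds called inactive have numbers as strong as hits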
Target sequence (P32926 whole entry, looked up, the tested form may be a part): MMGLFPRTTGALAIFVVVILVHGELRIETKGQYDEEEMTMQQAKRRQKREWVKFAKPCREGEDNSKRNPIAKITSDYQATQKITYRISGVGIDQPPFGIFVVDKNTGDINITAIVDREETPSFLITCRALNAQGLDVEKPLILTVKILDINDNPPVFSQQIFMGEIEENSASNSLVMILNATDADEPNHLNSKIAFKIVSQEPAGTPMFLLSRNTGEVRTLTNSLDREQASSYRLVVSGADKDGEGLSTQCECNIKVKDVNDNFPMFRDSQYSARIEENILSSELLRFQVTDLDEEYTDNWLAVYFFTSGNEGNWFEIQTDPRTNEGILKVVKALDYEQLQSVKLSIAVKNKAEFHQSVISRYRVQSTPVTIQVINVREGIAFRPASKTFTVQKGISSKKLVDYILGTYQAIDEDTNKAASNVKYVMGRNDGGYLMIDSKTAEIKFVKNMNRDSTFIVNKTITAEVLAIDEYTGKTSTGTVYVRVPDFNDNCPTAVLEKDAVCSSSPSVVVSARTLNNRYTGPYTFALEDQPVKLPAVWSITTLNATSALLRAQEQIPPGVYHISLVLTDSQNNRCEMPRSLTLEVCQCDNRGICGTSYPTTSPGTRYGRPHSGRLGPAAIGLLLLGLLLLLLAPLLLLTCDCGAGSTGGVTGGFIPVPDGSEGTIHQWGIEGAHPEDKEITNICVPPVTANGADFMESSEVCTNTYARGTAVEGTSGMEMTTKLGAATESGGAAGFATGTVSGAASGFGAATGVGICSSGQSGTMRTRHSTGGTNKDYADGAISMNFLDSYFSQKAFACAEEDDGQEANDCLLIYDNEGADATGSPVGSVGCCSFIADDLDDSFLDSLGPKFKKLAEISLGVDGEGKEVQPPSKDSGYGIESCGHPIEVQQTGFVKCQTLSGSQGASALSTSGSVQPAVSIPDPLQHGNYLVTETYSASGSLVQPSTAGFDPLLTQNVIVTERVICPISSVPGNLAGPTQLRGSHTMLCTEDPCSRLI
phage Ecoli inh = E. coli growth loss with phage present | growth absorbance | inhibition, % at 11.9 µM | 360,000 compounds, 0.26% hits | AID 651602; in the data active = inhibition above about 11%
MOR-DOR ag = agonists of human mu-delta opioid receptor heterodimerization; P35372+P41143; cells, OPRM1-OPRD1 heterodimerization, luminescence; activation, % at 9.3 µM; 340,000 compounds, 0.3% hits; in the data active = activation above about 18%;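 also: 0% = vehicle-treated cells and 100% = reference agonist; values of inactives mirror those of a sister screen read the other way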
E coli growth = reduces bacterial viability in AddAB counter-screen | E. coli V3065 growth, OD600 absorbance, 18 h | inhibition, % at 11.9 µM | 330,000 compounds, 0.27% hits;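 active = inhibition above the campaign's mean inhibition across all tested compounds plus 3 SD, cut at about 9.9% in these data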;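 also: uninfected addAB+ strain grown without phage in ampicillin broth; 0% = DMSO wells and 100% = ciprofloxacin 0.95 µg/ml wells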
Arrestin-AP2 inh = blocks beta-arrestin peptide binding to AP2 adaptin. FITC-arrestin peptide / GST-AP2 beads, flow cytometry; AP2 beta2 appendage carries R879A mutation. inhibition, % at 10 µM. 340,000 compounds, 0.31% hits;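 active = inhibition above a set limit, near 3 SD of compounds lacking own fluorescence, cut at about 54% in these data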;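 also: plate controls were DMSO wells for no effect and 5 µM unlabelled arrestin peptide for full effect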
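Material – AP2 appendage R879A on GSH beads · Buffer or medium – PBS with 0.05% Tween 20 and 0.1% BSA · Probe or stimulus – fluorescein-tagged arrestin peptide at 50 nM final · Incubation – compound with beads 12 min RT, then probe 1 h RT · Detection – high-throughput flow cytometry of beads, ex 488, em 535 nm · Evaluation – percent response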
Mot1-301 SUMO = inhibitors of SUMOylation pathway: yeast Mot1-301 growth rescue; S. cerevisiae Mot1-301 growth rescue, ATP luminescence, 38.5C; percent above DMSO median, 100 means doubled; growth rescue, % at 18.8 µM; 320,000 compounds, 1% hits; AID 2716;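 active = every valid replicate shows activation above 250% relative to neutral control wells; inactive = the rest, any valid replicate at or below 250%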;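 also: OY570 slx delta 5 strain wells were the positive control but not used for scaling; some compounds called inactive have numbers as strong as hits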
Active calls of the source: *; / = no result given; + = active, no number. Rows are unselected; any-hit rate near 2.8%.

compound	Tat transport	MOR-DOR inv ag	PfHsp90 yeast 2	AddAB inh	PKA-R1A activ	DSG3 Ab inh	phage Ecoli inh	MOR-DOR ag	E coli growth	Arrestin-AP2 inh	Mot1-301 SUMO
O=C(Cc1ccc(F)cc1)Nc1ccccc1Sc1ccccc1	-12	-26	10	-3.0	-5	99	3.2	4.4	-0.9	0	23
COc1cc(C)c(Br)cc1S(=O)(=O)NCc1cccs1	5	22	-27	-0.4	-10	105	1.0	-4.3	0.5	-9	1
CC(C)C[C@@H](CNC(=O)OC(C)(C)C)NC(=O)c1nc[nH]c1C(=O)N[C@@H](CC(C)C)C(=O)CNC[C@H](CC(C)C)NC(=O)c1nc[nH]c1C(=O)N[C@@H](Cc1c[nH]c2ccccc12)C(=O)OC(C)(C)C	-6	16	-8	4.3	-6	96	4.7	-2.9	-1.2	0	-2
O=C(CN1CCN(CC(=O)Nc2ccc3c(c2)OCO3)CC1)Nc1ccc(F)cc1	-3	7	30	3.9	-3	106	-2.3	-1.6	2.2	4	-1
CCn1nc(NS(=O)(=O)c2ccc(F)cc2)c2cc3cccc(C)c3nc21	-3	3	-36	4.8	6	101	0.5	-0.6	1.4	25	-16
CC(NC(=O)c1ccccc1NC(=O)c1ccncc1)c1ccccc1 (stereo unspecified)	-4	-11	4	0.3	-12	101	3.6	1.5	0.5	-3	6
Cc1onc(-c2c(F)cccc2Cl)c1C(=O)N(C)C1CCCCC1	7	3	15	-0.1	-15	102	0.9	-0.7	-0.2	8	-9
O=c1oc2ccccc2cc1-c1nc2c(s1)CCc1ccccc1-2	-2	-21	-17	0.9	-16	93	0.1	4.0	-0.5	-27	7
CCC1=Nc2cc(C(=O)O)ccc2Sc2ccccc21	3	6	8	6.1	-6	/	1.1	-1.2	-2.7	-1	111
O=C1c2ccccc2C(=O)c2c1cccc2N(CCO)CCO	3	6	-42	-1.5	-10	132	0.9	-1.2	-1.8	0	-15
COc1ccc(S(=O)(=O)N2CCOCC2)cc1NC(=O)c1cc2ccccc2o1	1	-6	/	/	-2	120	1.0	1.0	/	15	/
C=CCN(CC=C)S(=O)(=O)c1ccc(NC(=S)NC(=O)c2ccc(-c3ccccc3)cc2)cc1	-4	22	-23	2.7	-9	/	-0.1	-5.2	1.9	-7	14
CC(=O)N/C(=C\c1ccc(F)cc1)C(=O)N(C)C	12	-10	0	0.5	-12	105	2.4	1.8	1.2	-14	5
COc1cc(OC)cc(-c2c(C#Cc3ccsc3)c3cc(-c4ccccc4OC)ccc3n2C)c1	2	1	4	1.1	8	93	2.2	-0.1	1.1	4	-11
Cc1c(C(=O)O)sc2nc3n(c(=O)c12)CCC(C)CC3 (stereo unspecified)	-4	-4	-28	1.6	10	100	1.4	0.7	1.6	17	0
Cc1cc(CNC(=O)COc2ccc(F)cc2F)c2ccccc2n1	2	-3	-17	-2.4	0	100	1.1	0.6	1.1	-16	6
Nc1ncn(C(=S)Nc2ccccc2)n1	2	23	16	/	-3	103	2.8	-5.2	/	-15	/
Cc1cc(/C=N/n2cnnc2)c(C)n1-c1ccc(Cl)cc1Cl	7	18	-56	-1.1	-6	124	0.3	-3.1	-2.4	6	7
CCN(CC)S(=O)(=O)c1cccc(C(=O)OCC(=O)c2ccc3c(c2)OCCO3)c1	8	14	7	2.5	-12	98	1.8	-3.1	-1.7	-16	457
Cc1ccc(-c2csc(NC(=O)c3ccccc3F)c2C(=O)O)cc1	-22	4	31	1.9	-4	93	-0.4	-0.9	0.3	23	-10
O=C(COc1ccc(S(=O)(=O)NC2CCCCC2)cc1Cl)NCC1CCCO1 (stereo unspecified)	2	-21	7	-3.7	-8	105	0.3	3.9	-2.5	-1	43
OC(c1ccccc1)(c1ccccc1)c1nccn1-c1ccccc1	-7	19	-2	/	3	/	-4.6	-3.8	/	-9	/
COc1ccc(OC)c(NC(=O)N2CCCC(C)C2)c1 (stereo unspecified)	-5	10	3	0.2	-5	89	3.1	-2.0	-0.8	1	6
CCOC(=O)c1cc([N+](=O)[O-])c([N+](=O)[O-])cc1NC(C)=O	3	-9	100*	4.2	1	119	1.7	1.7	0.7	12	487*
O=C(NCc1ccccc1)c1onc(CS(=O)(=O)c2ccc(Cl)cc2)c1C(=O)NCc1ccccc1	3	13	-28	-1.1	4	100	-1.0	-2.3	-0.6	0	-2
CC(C)C(=O)Nc1cccc(-c2csc(-c3ccccc3)n2)c1	-4	1	-5	2.0	-5	111	4.7	-0.2	-1.0	16	11
CC1CCN(C(=O)CCNS(=O)(=O)c2ccc(Cl)cc2)CC1	4	-2	20	0.3	2	102	-0.6	0.2	-2.3	-6	-2
O=C(Nc1cc(S(=O)(=O)N2CCOCC2)ccc1N1CCCC1)c1ccc(F)cc1	-14	7	2	4.0	2	109	2.7	-1.7	1.8	1	0
Nc1nc(SCC(=O)NC2CCCC2)[nH]c(=O)c1NC(=O)c1cccs1	9	7	2	0.1	-14	85	2.9	-1.4	1.5	-17	-7
COc1ccc(CN=CC2=C(O)CNC2=O)cc1	0	7	-10	3.4	-1	111	1.8	-1.8	-2.3	5	18
O=C(Nc1ccc(Cl)c(C(F)(F)F)c1)[C@@H]1CC=C[C@@H]2CCN(Cc3ccc(Cl)c(Cl)c3)C(=O)[C@@H]21	-6	-2	10	4.8	-12	95	-0.3	0.3	-3.3	19	6
CCOC(=O)c1sc2ncn(CC(=O)NCC3CCCO3)c(=O)c2c1C (stereo unspecified)	2	4	-3	-1.4	-8	88	1.7	-0.6	-1.1	0	-24
Cc1nc(-c2cccc(NS(=O)(=O)c3ccc4ccccc4c3)c2)cs1	6	-2	-77	0.8	-7	97	0.1	0.4	-1.2	7	7
O=c1ccnc(S/C=C/c2ccccc2)[nH]1	3	-10	-10	1.5	1	96	1.8	1.7	3.7	30	20
O=C1C2CC=CCC2C(=O)N1c1ccc(Cc2ccncc2)cc1 (stereo unspecified)	1	6	-4	3.5	2	103	1.8	-1.0	3.4	5	9
COc1ccc(/C(O)=C2/C(=O)C(=O)N(c3nc(C)c(C)s3)C2c2ccco2)cc1 (stereo unspecified)	-1	-17	8	-1.4	-6	107	2.2	3.0	-1.7	5	3
O=C(CNC(=O)c1cccc(Br)c1)N/N=C/c1cn[nH]c1-c1ccccc1	-8	22	6	2.8	-2	85	2.3	-4.5	0.7	6	3
COc1ccc(N=Nc2cc(C)c(O)c(CN3CCCCC3)c2)cc1	1	8	5	5.2	-4	/	1.6	-1.6	1.7	-1	-13
CCOC(=O)CNC(=O)c1cccnc1	5	5	7	1.4	10	103	1.4	-1.2	0.2	9	+
C/C(=N\O)C(=O)OC1CC(C)CCC1C(C)C (stereo unspecified)	13	-16	-30	0.3	-6	94	2.7	3.2	1.0	-6	2
Cc1cc(OCC(=O)NN2C(=O)c3ccccc3C2=O)ccc1Cl	-2	11	-17	3.0	4	95	2.8	-2.2	0.2	12	48
O=C(CSCC(=O)N1CCCCC1)Nc1nc(-c2ccc(Cl)s2)cs1	3	-20	108*	-1.8	-6	112	3.9	3.4	2.4	3	12
Cc1ccc(OCc2cc(C(=O)NC3CCc4ccccc43)no2)cn1 (stereo unspecified)	-6	0	-2	/	10	/	4.9	0.1	/	-4	18
CS(=O)(=O)Nc1cccc(C2=NN(C(=O)c3cccc([N+](=O)[O-])c3)C(c3cccs3)C2)c1 (stereo unspecified)	1	-5	15	2.5	-11	106	0.8	1.0	0.5	-1	259
O=C(O)CCC(=O)Nc1ccc(OCC2CCCO2)cc1 (stereo unspecified)	2	3	3	1.0	-2	119	2.4	-0.7	-1.4	30	-7
O=C(N/N=C/c1cccnc1)c1ccc2c(c1)OCCO2	1	-1	3	2.6	-6	100	1.9	0.2	3.0	8	-13
CN1C(=O)CSc2ccc(NC(=O)N3CCC(N4CCCCC4)CC3)cc21	1	-3	-6	0.2	1	107	1.4	0.6	0.5	13	13
Cc1csc(NC(=O)c2ccccc2[N+](=O)[O-])n1	-7	16	-14	0.0	-1	84	1.3	-3.1	-1.2	10	/
Cn1cccc1C(=O)OCC(=O)N1c2ccccc2NC(=O)C1(C)C	2	4	2	4.5	-8	105	6.3	-0.8	2.6	3	8
CCC1=NN(C(=O)Cc2ccccc2)C(O)(c2ccncc2)C1 (stereo unspecified)	0	-3	-6	0.7	8	93	4.4	0.4	-2.0	0	-7
Cc1cc(NC(=S)NC(=O)/C=C/c2ccc(S(=O)(=O)N3CCOCC3)cc2)ccc1Br	2	13	6	0.2	-6	89	2.1	-2.0	1.8	1	-7
O=C(CCNC(=O)c1ccc([N+](=O)[O-])cc1)Nc1cccc(S(=O)(=O)N2CCCCC2)c1	1	-24	-1	3.3	1	90	0.1	4.7	0.5	5	-12
